Bioassay records from PubChem BioAssay.
GALK inhibitor = inhibitors of human galactokinase (GALK). 44,000 tested, under 10 active. recombinant GALK, Kinase-Glo ATP luminescence, 1 h. Potency, µM (titrated, usually from 57.5 µM), without a hit: at the top dose activity, negative = inhibition, usual class: inhibitors;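 note: plate controls were full GALK reaction for no effect and reaction lacking GALK for full effect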
Target sequence (P51570 whole entry, looked up): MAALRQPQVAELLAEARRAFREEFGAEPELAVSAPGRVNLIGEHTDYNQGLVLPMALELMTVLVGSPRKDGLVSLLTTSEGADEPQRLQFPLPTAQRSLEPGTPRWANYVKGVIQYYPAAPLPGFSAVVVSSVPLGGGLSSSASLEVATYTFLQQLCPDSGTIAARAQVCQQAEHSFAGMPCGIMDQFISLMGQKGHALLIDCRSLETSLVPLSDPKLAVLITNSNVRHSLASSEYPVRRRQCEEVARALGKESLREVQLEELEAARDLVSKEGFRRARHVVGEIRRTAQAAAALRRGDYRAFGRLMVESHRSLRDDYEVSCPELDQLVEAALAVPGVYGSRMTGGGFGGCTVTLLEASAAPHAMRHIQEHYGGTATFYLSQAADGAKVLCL
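Luminescent ATP-depletion readout (Kinase-Glo Plus) after 1 h room-temperature incubation of human GALK (5 nM) with galactose 100 µM and ATP 35 µM, pH 8.0 HEPES/Mg2+ buffer; compounds tested in qHTS format.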
B2AR arrestin ag = agonists recruiting beta-arrestin to human beta2-adrenergic receptor; P07550; HTLA Tango cells, beta-arrestin recruitment, luciferase luminescence, 18 h; Potency, µM (doses to about 46.1 µM), inactives show at the top dose activation, hits mostly activators; 44,000 tested, under 10 active;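 note: potency is the fitted concentration of half-maximal effect; 0% = DMSO and full agonism = EC100 isoproterenol or metaproterenol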
Target sequence (P07550 whole entry, looked up): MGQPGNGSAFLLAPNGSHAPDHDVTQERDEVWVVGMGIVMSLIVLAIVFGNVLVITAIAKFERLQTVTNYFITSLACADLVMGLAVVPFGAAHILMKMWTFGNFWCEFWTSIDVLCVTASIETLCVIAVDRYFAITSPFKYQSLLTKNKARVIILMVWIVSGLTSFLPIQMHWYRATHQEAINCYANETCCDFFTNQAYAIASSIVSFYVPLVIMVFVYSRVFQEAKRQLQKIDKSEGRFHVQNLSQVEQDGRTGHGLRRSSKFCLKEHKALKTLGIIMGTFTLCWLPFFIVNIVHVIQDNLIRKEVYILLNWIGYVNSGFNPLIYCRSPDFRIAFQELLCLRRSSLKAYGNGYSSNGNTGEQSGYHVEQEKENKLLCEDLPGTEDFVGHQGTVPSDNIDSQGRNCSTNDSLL
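First, Tango cells carrying beta2-AR and beta-arrestin fusions received compound up to 46 microM. After 18 hr at 37 degrees C, luciferase substrate was added for 15 minutes, then luminescence gave %Activity for curve fitting.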
NTMT1 inhibitor = NTMT1 methyltransferase inhibition. Q9BV86. NTMT1 MTase-Glo SAH luminescence, purified enzyme. Potency, µM (titrated, usually from 114 µM), inactives show at the top dose activity change, negative = inhibition, usual class: inhibitors. 59,000 compounds, 2.5% hits. AID 1645870;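 note: potency is the fitted concentration of half-maximal effect; plate controls were DMSO vehicle for no effect and no enzyme for full effect; nearly all actives have a fitted effect of over 65% in size; many of its hits are not listed in these tables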
Target sequence (Q9BV86 whole entry, looked up): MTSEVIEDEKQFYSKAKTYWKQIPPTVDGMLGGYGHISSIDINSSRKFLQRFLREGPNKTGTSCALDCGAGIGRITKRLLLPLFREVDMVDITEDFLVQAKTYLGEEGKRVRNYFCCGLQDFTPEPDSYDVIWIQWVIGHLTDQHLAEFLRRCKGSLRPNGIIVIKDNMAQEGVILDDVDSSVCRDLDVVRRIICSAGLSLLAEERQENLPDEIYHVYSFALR
TSG101-PTAP inh = blocks PTAP binding to human TSG101, validation; Q99816; Fluorescence polarization, FITC-PTAP peptide/Tsg101, 20 min; Potency, µM (top dose mostly 115 µM), for the others: top-dose activity change, negative = inhibition, hits mostly inhibitors; 44,000 tested, under 10 active; note: potency is the fitted concentration of half-maximal effect; 0% is about no effect
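Fluorescence polarization: Tsg101 binding domain (10 uM final) in 10 mM HEPES pH 7.5, 0.15 M NaCl, 0.01% Tween 20, 3 mM EDTA, 0.1 mM TCEP; compounds pinned; FITC-PTAP peptide 50 nM final; 20 min, r.t.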
p53null 39C kill = selectivity test: cytotoxicity in p53 null cells, nonpermissive temperature. H1299 p53-null (neo) cells, 39C, ATPlite viability, 24 h. Potency, µM (titrated, usually from 46.1 µM), for inactives: at the highest dose activity, negative = cell killing, hits mostly cytotoxic. 55,000 compounds, 0.97% hits. AID 904;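 note: potency is the fitted concentration of half-maximal effect; 0% = DMSO only and -100% = full killing by 100 µM tamoxifen; nearly all actives have a fitted effect of over 50% in size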
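Cells seeded at 600/well, 37C overnight. Compound added (up to 46 uM), plates shifted to 39C for 24 hr. ATPlite added, luminescence read after 20 min at room temperature.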
FH mod = Identification of activators of human fumarate hydratase by quantitative high-throughput screening | Fumarate hydratase, mitochondrial (Homo sapiens), P07954 | FH coupled MDH/diaphorase resazurin fluorescence, 15 min | Potency, µM (highest dose often 79.9 µM), for inactives: at the top dose activity change, negative = inhibition, most hits filed as inhibitors | 54,000 compounds, 0.22% hits; note: potency is the fitted concentration of half-maximal effect; % is set by controls: 0 for no effect and ±100 for the full control effect; the screen sought activators but most active calls are inhibition curves; nearly all actives have a fitted effect of over 45% in size
p53null 32C kill = p53 null cell cytotoxicity, permissive temperature. Potency, µM (series often up to 46.1 µM), inactives show at the top dose activity change, negative = cytotoxicity, hits mostly cytotoxic. AID 903. 55,000 compounds, 0.62% hits. H1299-neo p53 null cells, ATP luminescence, 24 h, 32C;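 note: potency is the fitted concentration of half-maximal effect; 0% = DMSO only and -100% = full killing by 100 µM tamoxifen; nearly all actives have a fitted effect of over 55% in size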
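H1299-neo (p53-null) cells, 600/well, were pre-incubated overnight at 37C, then exposed to compounds at up to 46 uM for 24 hr at 32C. Viability was measured as ATP content by luminescence, and AC50 values came from Hill fits.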
Numbers without * were called inactive; ? = inconclusive; . = no result given; [ ] = another dose, or the depositor's remark. Calls come from the whole dose curve; as a rule, active = well fitted curve in the direction sought with a large enough effect; inconclusive = small, poorly fitted or top-dose-only effect, or another doubt; inactive = no such curve, though single readings can be large; an effect the other way counts as inactive or inconclusive. This is a subset; the hit share may differ from the screen's.

SMILES	GALK inhibitor	B2AR arrestin ag	NTMT1 inhibitor	TSG101-PTAP inh	p53null 39C kill	FH mod	p53null 32C kill
Cc1cccc(C(=O)n2nc(-c3cccnc3)nc2NCc2ccc(F)cc2)c1	-10%	-1%	-4%	-6%	-2%	-14%	7%
CCc1ccc(C(=O)c2cn(CC(=O)Nc3ccc(C)c(C)c3)c3ccccc3c2=O)cc1	1%	-1%	-18%	-1%	7%	?	13%
CCOCCc1nnc(NC(=O)C(=O)c2cc(C)n(-c3ccc(Cl)cc3)c2C)s1	-8%	-1%	5%	2%	0%	-7%	-5%
Cc1cccc2nc(-c3ccc(Cl)s3)c(Nc3ccc4c(c3)OCCO4)n12	1%	0%	1.8µM*	0%	-3%	-21%	-3%
COc1cccc(Cc2nc3ccccc3nc2SCC(=O)Nc2ccccc2F)c1	0%	0%	7%	1%	-4%	-7%	-7%
COc1ccc(C2C(=O)N(C3CCC(C)CC3)CC(=O)N2C2CCCC2)cc1OC (stereo not drawn)	-7%	2%	.	-1%	13%	.	-3%
Cc1ccc(NC2=C(CC(=O)O)C(c3ccc(F)cc3)N(c3ccc(C)cc3)C2=O)cc1 (stereo not drawn)	3%	-2%	2%	-3%	4%	-11%	-2%
COc1ccc(NS(=O)(=O)c2ccc3c(c2)CCN3C(=O)CCC(=O)O)cc1Cl	-3%	-2%	13%	-3%	10%	-4%	-1%
CCc1ccccc1N(C)C(=O)C1CCCN(c2ncnc3onc(-c4ccc(F)cc4)c23)C1 (stereo not drawn)	-2%	-1%	-17%	-4%	-14%	-10%	-6%
COc1ccccc1OCCn1c(-c2ccc(Cl)cc2)nc2ccccc2c1=O	-1%	-2%	10%	3%	3%	-7%	-4%
O=C(Nc1ccccc1O)c1cc(S(=O)(=O)N2CCCC2)ccc1Cl	0%	1%	-22%	-4%	-11%	-3%	4%
COc1ccc(Cn2c(CO)cnc2SCc2ccc(C)cc2)cc1	3%	0%	-7%	-4%	-4%	-4%	2%
CC(C)CCOc1ccccc1Cn1c(=O)sc2ccccc21	-1%	0%	2%	4%	-14%	-23%	-6%
Brc1ccc(-c2nc3ccccn3c2Nc2ccc3c(c2)OCCO3)o1	1%	5%	?	?	?	?	?
COc1ccc(C)cc1Nc1c2c(nc3ccccc13)CCC2	8%	0%	-13%	-7%	16µM*	-22%	-10%
O=C(CSCc1cc(=O)c2ccccc2[nH]1)Nc1cccc(C(F)(F)F)c1	2%	0%	-2%	-6%	-5%	-2%	-8%
Cc1ccccc1Nc1nn2c(=O)c3ccc(C(=O)N4CCCC(C)C4)cc3nc2s1 (stereo not drawn)	1%	-3%	-7%	-1%	0%	-6%	-10%
CC(C)CCNC(=O)c1cc2cc(S(=O)(=O)N3CCCCC3)ccc2n1C	-10%	0%	6%	1%	-3%	9%	-8%
Cc1cccc(N(C)c2nc3ccccc3c3nnc(C)n23)c1	0%	-1%	6%	-3%	9%	-15%	10%
Cc1ccc(NC(=O)C2CCCN(C(=O)c3cnn(-c4ccccc4)c3-n3cccc3)C2)cc1 (stereo not drawn)	-1%	-2%	6%	-1%	-12%	-1%	16%
COc1ccc(CNC(=O)C2=C(C)C(=O)OC23CCCCC3)cc1OC	5%	-1%	-3%	-1%	-6%	1%	-3%
Cc1cc(C)cc(NC(=O)CSc2nc3c(c(=O)[nH]2)CN(Cc2ccc(F)cc2)CC3)c1	?	-1%	9%	-5%	-2%	-10%	4%
CCOC(=O)c1cnc2ccc(OCC)cc2c1Nc1cc(Cl)c(OC)cc1OC	2%	0%	?	-3%	.	-4%	.
COc1ccc(CNC(=O)CC(c2ccc(OC)c(OC)c2)N2Cc3ccccc3C2=O)cc1 (stereo not drawn)	0%	0%	?	0%	11%	5%	-1%
O=C(Nc1ccc(N2CCN(c3ccc(F)cc3)CC2)c(C(=O)O)c1)c1ccccc1F	-1%	0%	?	-6%	-13%	3%	-3%
CCc1ccc(S(=O)(=O)c2nnn3c2nc(Nc2ccc(NC(C)=O)cc2)c2sccc23)cc1	?	4%	8%	0%	?	-15%	?
CCCN1CCN(CC2=C(C(=O)OCC)C(c3cccc(OC)c3OC)NC(=O)N2)CC1 (stereo not drawn)	6%	0%	10%	-4%	-14%	-44%	-4%
Cc1nc(N2CCCC2)ncc1C(=O)N1CCN(c2ccc(Cl)cc2)CC1	4%	1%	2%	2%	5%	-20%	-12%
COc1ccc(NS(=O)(=O)c2ccc3nc(-c4ccccc4)[nH]c3c2)cc1	3%	1%	-4%	1%	-7%	-25%	-4%
CCC1CN(C(=O)NCc2ccccc2)c2cc(Cl)ccc2O1 (stereo not drawn)	3%	0%	-17%	1%	0%	-28%	-2%
COc1ccc(Cl)cc1NC(=O)c1c(NCc2sccc2C)sc2c1CCCC2	0%	?	?	2%	5%	?	15%
CCn1c(Oc2ccc(F)cc2F)nc2c1c(=O)n(C)c(=O)n2C	?	1%	-4%	-10%	-18%	-1%	14%
O=C(COc1ccc(Cl)cc1)Nc1cc(-c2ccccc2)no1	-13%	0%	4%	-2%	6%	5%	-1%
CCOC(=O)C1CCN(C(=O)Cn2ncc3c([nH]c4ccc(C)cc43)c2=O)CC1	2%	0%	4%	-1%	-13%	6%	0%
Cc1ccc2c(CC(=O)Nc3c(C(=O)Nc4cccc(Cl)c4)oc4ccccc34)coc2c1C	7%	0%	13%	0%	-2%	-7%	-10%
CCOc1ccc(NC(=O)C(=O)c2cc(C)n(-c3cc(C)cc(C)c3)c2C)cc1	2%	-2%	9%	2%	-10%	-13%	-5%
O=C(Cc1ccc(NC(=O)N2CCSc3ncccc32)cc1)NCCc1ccccc1	0%	0%	2%	-8%	10%	6%	-5%
CC1CCN(S(=O)(=O)c2ccc(N3CCCCS3(=O)=O)cc2)CC1	-1%	1%	8%	-5%	-5%	1%	-1%
CC(=O)c1ccc(NC(=O)C2CCN(S(=O)(=O)c3c(C)noc3/C=C/c3ccc(C)cc3)CC2)cc1	0%	2%	1%	-2%	-15%	0%	-6%
COc1ccc2cc3cc(C(=O)NCc4ccc(C)cc4)oc3nc2c1	2%	1%	-2%	2%	-1%	-4%	-9%

Some of these compounds in order of molar mass, lowest first:
SMILES	GALK inhibitor	B2AR arrestin ag	NTMT1 inhibitor	TSG101-PTAP inh	p53null 39C kill	FH mod	p53null 32C kill
CCn1c(Oc2ccc(F)cc2F)nc2c1c(=O)n(C)c(=O)n2C	?	1%	-4%	-10%	-18%	-1%	14%
COc1ccc(NS(=O)(=O)c2ccc3nc(-c4ccccc4)[nH]c3c2)cc1	3%	1%	-4%	1%	-7%	-25%	-4%
CCOc1ccc(NC(=O)C(=O)c2cc(C)n(-c3cc(C)cc(C)c3)c2C)cc1	2%	-2%	9%	2%	-10%	-13%	-5%

Going on with the list:
SMILES	GALK inhibitor	B2AR arrestin ag	NTMT1 inhibitor	TSG101-PTAP inh	p53null 39C kill	FH mod	p53null 32C kill
CC1=C(c2ccc(C)c(C)c2)S(=O)(=O)N=C1N1CCC(C(=O)Nc2cccc(F)c2)CC1	3%	0%	?	-5%	4%	4%	-1%
CC(CC(=O)Nc1ccc(Br)cc1F)S(=O)(=O)c1ccc2c(c1)NC(=O)CO2 (stereo not drawn)	0%	-1%	-7%	-1%	-11%	-6%	-16%
CCOC(=O)C(Cc1ccccc1)NC(=O)CCc1c(C)nc2c(c(C)nn2-c2ccc(C)c(C)c2)c1C (stereo not drawn)	8%	1%	13%	-1%	-22%	-13%	2%
CCOC(=O)c1ccc(NC(=O)c2cc3c(n(-c4ccc(C)cc4)c2=O)CC(C)(C)CC3=O)cc1	0%	-2%	3%	-8%	4%	?	-5%
CCN(Cc1ccccc1)C(=O)c1sc2nc3n(c(=O)c2c1C)CCCC3	0%	1%	8%	1%	-21%	4%	9%
CCOc1ccccc1NC(=O)C(=O)c1cc(C)n(-c2ccc(F)cc2)c1C	-14%	-2%	-3%	0%	-14%	?	-4%
COc1ccc(CCNC(=O)CCCCn2c(=O)c3ccccc3n(Cc3ccc(F)cc3Cl)c2=O)cc1OC	4%	-2%	-4%	-7%	-11%	-6%	-1%
CCc1ccc(OCC(=O)N(Cc2ccc(Cl)cc2)C2CCS(=O)(=O)C2)cc1 (stereo not drawn)	6%	0%	11%	0%	-8%	-32%	7%
Cc1ccc(N2CCN(S(=O)(=O)c3ccc4oc(=O)c5ncn(C)c5c4c3)CC2)c(C)c1	1%	-1%	.	3%	14%	.	-3%
CCCCNc1nc2c(c(=O)n(C)c(=O)n2C)n1CC(O)COc1ccccc1C (stereo not drawn)	2%	-2%	?	-8%	10%	-7%	-6%
CCn1cc(C(=O)N2CCN(c3ccccc3)CC2)c(=O)c2cc(S(=O)(=O)N3CCCC3)ccc21	6%	-2%	14%	-18%	4%	-10%	-4%
CC(=O)c1sc(N2C(=O)c3oc4ccccc4c(=O)c3C2c2ccc(C)cc2)nc1C (stereo not drawn)	?	0%	0%	1%	-20%	-48%	-1%
COc1ccc(N2CCN(C(CNC(=O)c3ccc(OC)c(OC)c3)c3cccnc3)CC2)cc1 (stereo not drawn)	2%	0%	-10%	-6%	-18%	-1%	-1%
Cn1c(SCC(N)=O)nc2c([nH]c3ccccc32)c1=O	1%	0%	2%	-1%	12%	-4%	-5%
Cn1c(=O)c(=O)n(C)c2cc(N3CCCC3)c(NC(=O)c3ccccc3F)cc21	4%	0%	-1%	-7%	28%	-5%	1%
O=C(NCCc1ccccc1)C(=O)NCC(c1cccnc1)N1CCN(c2ccccc2F)CC1 (stereo not drawn)	-3%	1%	-4%	-5%	-12%	-2%	1%
COc1cc(C(=O)NCC(c2ccc(N(C)C)cc2)N2CCCC2)cc(OC)c1OC (stereo not drawn)	-3%	0%	-13%	-4%	-8%	0%	-4%
Cc1ccc2oc3c(c(=O)c2c1)C(c1ccc(O)cc1)N(c1nc(C)c(C)s1)C3=O (stereo not drawn)	3%	0%	37%[activator]	-3%	-13%	-32%	7%
COc1ccc(CNC(=O)CSc2nnc(C)c3c(C)n(-c4ccccc4)nc23)c(OC)c1	-3%	0%	12%	-1%	50%	-20%	32%[activator]
O=C(Nc1ccc(F)cc1)c1nc(SCc2ccccc2F)ncc1Cl	1%	-2%	11%	1%	-7%	-6%	3%
Cc1coc2c(C)c3oc(=O)c(CCC(=O)NCCc4ccccc4F)c(C)c3cc12	7%	-2%	16%	-1%	-17%	5%	-5%
COC(=O)c1cc2oc3ccccc3c2n1CC(=O)Nc1ccc(OC)c(OC)c1OC	8%	8%	.	0%	-9%	.	-3%
CCOC(=O)c1cnc2nc(NCc3cccc(Br)c3)[nH]n2c1=O	3%	-1%	3%	-10%	-4%	-24%	3%
